C diff HTS: C. difficile growth inhibitors, primary screen, HTS. Clostridium difficile clinical isolate growth, OD600, 24 h; stronger effect = lower value. growth activity, negative = inhibition, % at 16 µg/mL (by protocol). 0.25% of 86,000 active. AID 1259249, 2017;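 active means mean growth activity at or below -80% and every replicate also at or below -80%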;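 further: 0% = DMSO wells and -100% = levofloxacin 16 µg/mL wells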
Tcruzi prolif: T. cruzi intracellular proliferation inhibitors, primary screen, cell-based, beta-gal Tulahuen parasites, NIH3T3 host, luminescence | T. cruzi beta-gal in NIH3T3, GalScreen luminescence, 90 h | inhibition, % at 8.34 µM | 5.9% of 77,000 active;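 active means mean inhibition above about 93%, with at least 55% of replicates each passing it, limit read from the data, passing the limit was not always enough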
Pf Dd2 inh: P. falciparum Dd2 growth inhibitors, primary screen, SYBR Green fluorescence, single dose replicates; activity change, % at 10 µM; AID 1159554, 2015; 2.3% of 94,000 active; 72 h; stronger effect = lower value; in the data active means activity change below about -80%
KDM4C inh: inhibitors of GASC-1 (KDM4C) histone demethylase, primary screen, biochemical, single concentration HTS; Lysine-specific demethylase 4C (Homo sapiens), Q9H3R0; GST-KDM4C 2-372, H3K9me3 peptide, LANCE TR-FRET; inhibition, % at 12.5 µM; 0.15% of 96,000 active; AID 720574, 2013;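 active means mean replicate inhibition above about 25%, with at least 55% of replicates also reaching it, limit read from the data, passing the limit was not always enough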
Target sequence (Q9H3R0 2-372 limits assumed): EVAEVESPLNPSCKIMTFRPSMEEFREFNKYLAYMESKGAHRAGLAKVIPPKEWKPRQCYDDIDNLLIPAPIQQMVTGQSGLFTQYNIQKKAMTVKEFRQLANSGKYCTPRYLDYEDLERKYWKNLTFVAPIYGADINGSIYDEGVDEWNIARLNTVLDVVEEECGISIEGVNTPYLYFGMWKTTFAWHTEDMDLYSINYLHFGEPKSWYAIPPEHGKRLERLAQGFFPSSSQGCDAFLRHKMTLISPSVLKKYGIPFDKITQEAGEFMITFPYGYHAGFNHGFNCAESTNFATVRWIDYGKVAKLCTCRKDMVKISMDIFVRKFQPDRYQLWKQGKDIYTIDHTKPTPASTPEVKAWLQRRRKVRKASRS
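Material: N-terminal GST-fused human GASC-1 (KDM4C) fragment, residues 2-372. Input: 10 nM enzyme. Incubation: enzyme reaction 30 min, then detection 60 min, both room temperature. Doses: one test concentration per compound. Read-out basis: inhibition from TR-FRET ratio decrease. Detection: LANCE TR-FRET, excitation 340 nm, emissions 618 and 671 nm.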
Numbers without * were called inactive; . = no result given; & = joins results of further samples.

#1 CO[C@H]1CN(C)C(=O)c2cc(NC(=O)Nc3ccccc3)ccc2OC[C@H](C)N(C(C)=O)C[C@@H]1C
#2 CN(C)C(=O)c1ccc(-c2ccc([C@@H]3[C@H](C#N)N[C@H]3CO)cc2)cc1
#3 CO[C@@H](CN(C)S(=O)(=O)c1ccc(Cl)cc1)[C@@H](C)CN(C(=O)Nc1ccccc1F)[C@@H](C)CO
#4 COCC(=O)N(C)C[C@@H]1Oc2ncc(C3=CCCCC3)cc2C(=O)N([C@H](C)CO)C[C@H]1C
#5 CCCC(=O)Nc1ccc2c(c1)C(=O)N(C)[C@H]1CC[C@H](CC(=O)Nc3ccccc3F)O[C@@H]1CO2
#6 C[C@@H]1CCCCO[C@H](CN(C)CC2CCCCC2)[C@@H](C)CN([C@H](C)CO)C(=O)c2cc(NS(=O)(=O)c3cn(C)cn3)ccc2O1
#7 C[C@@H]1CN([C@H](C)CO)C(=O)Cc2cc(NC(=O)Cn3cnnn3)ccc2O[C@H]1CN(C)Cc1ccc2c(c1)OCO2
#8 COc1ccc(C(=O)Nc2ccc3c(c2)C(=O)N(C)C[C@H](OC)[C@@H](C)CN[C@@H](C)CO3)cc1
Compound	1	2	3	4	5	6	7	8
C diff HTS	-11	1	.	2	0	-3	0	.
Tcruzi prolif	-18	.	-15	-49	5	-9	1	-49
Pf Dd2 inh	7	40	-32	27	7	34	-2	20
KDM4C inh	2.0	0.2	-1.3	0.5	0.5	2.0	-0.1	-0.4

#9 O=C(O)C[C@@H]1C=C[C@@H](NC(=O)CCN2CCCCC2)[C@H](CO)O1
#10 COCC(=O)N(C)C[C@@H]1Oc2cc(C3=CCCC3)ccc2S(=O)(=O)N([C@H](C)CO)C[C@@H]1C
#11 CCC(=O)NC[C@@H]1[C@@H](c2ccc(-c3cccc(F)c3)cc2)[C@H](CO)N1C(=O)CC
#12 CC(C)c1cn(CC[C@H]2CC[C@H](NC(=O)C3CC3)[C@@H](CO)O2)nn1
#13 CCC(=O)Nc1ccc2c(c1)OC[C@@H](C)N(Cc1cccc(F)c1)C[C@@H](C)[C@@H](OC)CN(C)C2=O
#14 COCC#Cc1cnc2c(c1)C(=O)N([C@@H](C)CO)C[C@@H](C)[C@H](CN(C)S(=O)(=O)c1cccc(OC)c1)O2
#15 C[C@H](CO)N1C[C@H](C)[C@@H](CN(C)Cc2ccccc2)Oc2ccc(NC(=O)Cn3cnnn3)cc2C1=O
#16 COCC(=O)N1[C@@H](C#N)[C@@H](c2ccccc2-c2cccc(F)c2)[C@@H]1CO
Compound	9	10	11	12	13	14	15	16
C diff HTS	2	0	-11	.	.	0	-4	93
Tcruzi prolif	.	.	92	-11	31	38	3	.
Pf Dd2 inh	-25	10	9	38	-7	-23	17	-6
KDM4C inh	0.5	3.7	-0.7	-2.7	1.8	0.4	0.0	0.7

#17 COc1ccc(S(=O)(=O)N[C@@H]2CC[C@H](CC(=O)NCCc3ccccc3)O[C@@H]2CO)cc1
#18 O=C(NC1CCCC1)N1CC(=O)N2[C@H](C1)[C@H](c1ccc(/C=C/c3ccccc3)cc1)[C@@H]2CO
#19 CCCN1[C@H](C(=O)NC2CCC2)[C@@H](CO)[C@@H]2Cn3c(ccc(-c4cccnc4)c3=O)[C@@H]21
#20 C[C@H](CO)N1C[C@H](C)[C@@H](CN(C)C(=O)NC2CCCCC2)Oc2ccc(NC(=O)Nc3ccccc3)cc2C1=O
#21 O=C(Nc1cc(F)ccc1F)N1CC(=O)N2[C@@H](CO)[C@@H](c3ccc(C#CC4CCCCC4)cc3)[C@@H]2C1
#22 CCCC#Cc1cnc2c(c1)C(=O)N([C@@H](C)CO)C[C@H](C)[C@@H](CN(C)C(=O)c1cccc(F)c1)O2
#23 O=S(=O)(Cc1ccccc1)N1CCCCN2[C@H](C1)[C@@H](c1ccc(-c3ccccc3)cc1)[C@@H]2CO
#24 COC(=O)C[C@@H]1C[C@@H]2c3cc(NC(=O)Nc4ccc(C(F)(F)F)cc4)ccc3O[C@@H]2[C@H](CO)O1
Compound	17	18	19	20	21	22	23	24
C diff HTS	3	-1	-7	0	-32	-3	-10	2
Tcruzi prolif	.	.	77	.	.	51	115*	95
Pf Dd2 inh	8	-2	.	-8	-11	-41	-18	21
KDM4C inh	2.4	2.5	3.5	1.2	0.1	0.0	0.0	-5.6

#25 C[C@@H]1CCCCO[C@@H](CN(C)S(=O)(=O)c2cn(C)cn2)[C@H](C)CN([C@@H](C)CO)C(=O)c2cc(N(C)C)ccc2O1
#26 C[C@@H]1CN([C@H](C)CO)C(=O)c2cccc(NS(=O)(=O)c3cn(C)cn3)c2O[C@H]1CN(C)Cc1ccc(Oc2ccccc2)cc1
#27 COc1ccccc1NC(=O)N(C)C[C@H]1Oc2ncc(Br)cc2C(=O)N([C@H](C)CO)C[C@@H]1C
#28 Cc1ccc(S(=O)(=O)N(C)C[C@H]2Oc3ccc(NC(=O)Nc4cccc5ccccc45)cc3CC(=O)N([C@@H](C)CO)C[C@@H]2C)cc1
#29 COc1ccc(S(=O)(=O)Nc2ccc3c(c2)CC(=O)N([C@H](C)CO)C[C@H](C)[C@@H](CN(C)CC2CC2)O3)cc1
#30 CN(C)CC(=O)Nc1ccc2c(c1)[C@@H]1C[C@@H](CC(=O)NCc3ccc(Cl)cc3)O[C@@H](CO)[C@@H]1O2
#31 CC(=O)N(C)C[C@H]1Oc2ncc(C#Cc3ccc(F)cc3)cc2C(=O)N([C@H](C)CO)C[C@H]1C
#32 COc1ccc(NC(=O)Nc2ccc3c(c2)C(=O)N([C@H](C)CO)C[C@H](C)[C@H](CN(C)Cc2ccc(Oc4ccccc4)cc2)O3)cc1
Compound	25	26	27	28	29	30	31	32
C diff HTS	-4	.	3	-19	-3	0	4	8
Tcruzi prolif	83	-5	33	-37	67	-73	.	90
Pf Dd2 inh	20	13	-11	-17	-9	-43	-13	-13
KDM4C inh	12	-1.2	-0.2	-0.4	1.1	1.6	-1.6	2.1

#33 COCC(=O)N(C)C[C@@H]1Oc2cc(Br)ccc2S(=O)(=O)N([C@H](C)CO)C[C@H]1C
#34 Cc1noc(C)c1NC(=O)Nc1ccc2c(c1)C(=O)N([C@@H](C)CO)C[C@@H](C)[C@H](CN(C)C(=O)Nc1ccccc1)O2
#35 C[C@H](CO)N1C[C@H](C)[C@@H](CN(C)C)Oc2cc(C3=CCCC3)ccc2S1(=O)=O
#36 CCNC(=O)C[C@@H]1CC[C@@H]2[C@@H](COc3ccc(NC(=O)c4ccc(F)cc4)cc3C(=O)N2C)O1
#37 O=C(N[C@@H]1CC[C@H](CCNC(=O)C2CC2)O[C@@H]1CO)c1ccccn1
#38 CC(=O)N(C)C[C@H]1Oc2ncc(-c3ccc(C)cc3)cc2C(=O)N([C@H](C)CO)C[C@@H]1C
#39 C[C@@H]1CN([C@@H](C)CO)C(=O)c2cc(NS(=O)(=O)c3ccc(Cl)cc3)ccc2O[C@H]1CN(C)S(=O)(=O)c1cccs1
#40 O=C(NC1CCCCC1)[C@@H]1[C@@H](CO)[C@@H]2Cn3c(cccc3=O)[C@H]1N2Cc1cccnc1
Compound	33	34	35	36	37	38	39	40
C diff HTS	1	5	-2	10	0	2	2	0
Tcruzi prolif	-52	23	36	3	.	-24	73	-15
Pf Dd2 inh	19	27	-1	4	.	22	4	.
KDM4C inh	.	0.6	2.2	0.2	-3.3	-0.1	0.4	-1.0

#41 C[C@@H]1CCCCO[C@H](CN(C)C(=O)c2ccncc2)[C@H](C)CN([C@@H](C)CO)C(=O)c2cc(NC(=O)CCC(F)(F)F)ccc2O1
#42 COc1ccc(CN(C)C[C@@H]2Oc3ccc(NS(C)(=O)=O)cc3C(=O)N([C@@H](C)CO)C[C@H]2C)cc1
#43 O=C(Cc1ccncc1)NCC[C@H]1CC[C@@H](NC(=O)C2CCC2)[C@H](CO)O1
#44 CCN1[C@H](C(=O)NCCc2cn(C)cn2)[C@@H](CO)[C@@H]2Cn3c(ccc(-c4ccccc4)c3=O)[C@@H]21
#45 C[C@H](CO)N1C[C@H](C)[C@@H](CN(C)CC2CC2)Oc2c(NS(=O)(=O)c3ccc(Cl)cc3)cccc2C1=O
#46 O=C(N[C@@H]1CC[C@@H](CC(=O)N2CCCCC2)O[C@@H]1CO)c1ccccn1
#47 Cc1noc(C)c1NC(=O)N(C)C[C@H]1Oc2ncc(C#CC3CCCC3)cc2C(=O)N([C@@H](C)CO)C[C@H]1C
#48 Cc1ccc(S(=O)(=O)N[C@@H]2CC[C@H](CC(=O)N3CCN(c4ccccc4)CC3)O[C@H]2CO)cc1
Compound	41	42	43	44	45	46	47	48
C diff HTS	7	0	.	2	1	1	1	-1
Tcruzi prolif	43	.	-8	14	11	-31	93	17
Pf Dd2 inh	1	2	22	5	3	13	4	6
KDM4C inh	7.7	-1.5	-0.2	20	2.8	0.3	-0.3	0.6

Continued (three carried over from the part before).
#46 O=C(N[C@@H]1CC[C@@H](CC(=O)N2CCCCC2)O[C@@H]1CO)c1ccccn1
#47 Cc1noc(C)c1NC(=O)N(C)C[C@H]1Oc2ncc(C#CC3CCCC3)cc2C(=O)N([C@@H](C)CO)C[C@H]1C
#48 Cc1ccc(S(=O)(=O)N[C@@H]2CC[C@H](CC(=O)N3CCN(c4ccccc4)CC3)O[C@H]2CO)cc1
#49 N#Cc1cccc(-c2ccc(C3[C@@H]4CN(C(=O)C5CCCCC5)C[C@H]3N4)cc2)c1 (some centres not stated)
#50 COc1ccccc1S(=O)(=O)Nc1ccc2c(c1)OC[C@@H](C)NC[C@H](C)[C@@H](OC)CN(C)C2=O
#51 CCN(C[C@@H]1[C@@H](c2ccccc2)[C@@H](CO)N1C(C)=O)C(=O)NC(C)C
#52 CN(C)C(=O)C[C@H]1C[C@@H]2c3cc(NC(=O)CC4CC4)ccc3O[C@@H]2[C@H](CO)O1
#53 N#C[C@H]1[C@@H](c2ccccc2C2=CCCC2)[C@H](CO)N1C(=O)NC1CCCCC1
#54 CN1c2ccc(-c3ccc(F)cc3)cc2[C@@H]2[C@@H](CCN2C(=O)c2ccc(F)cc2)[C@H]1CO
#55 O=C(Nc1cc(F)ccc1F)N1CCCCN2[C@H](C1)[C@H](c1ccc(-c3cccnc3)cc1)[C@@H]2CO
#56 C/C=C/c1ccc2c(c1)O[C@@H](CN(C)C(=O)c1ccc3c(c1)OCO3)[C@@H](C)CN([C@H](C)CO)S2(=O)=O
Compound	46	47	48	49	50	51	52	53	54	55	56
C diff HTS	1	1	-1	-14&11	.	-7	.	-14	7	-10	-1
Tcruzi prolif	-31	93	17	.	-10	69	10	.	.	89	53
Pf Dd2 inh	13	4	6	-68&-56	26	7	25	-26	-57	14	-23
KDM4C inh	0.3	-0.3	0.6	-2.7&2.8	-1.0	1.7	6.6	0.5	-7.8	1.9	6.3

#57 COc1cccc(NC(=O)N[C@@H]2C=C[C@H](CC(=O)Nc3ccc(-c4ccccc4)cc3)O[C@@H]2CO)c1
#58 CN(C)CC(=O)Nc1ccc2c(c1)[C@@H]1C[C@@H](CC(=O)NCc3cccc(F)c3)O[C@H](CO)[C@@H]1O2
#59 C[C@H]1CN([C@@H](C)CO)S(=O)(=O)c2ccc(C#CC3CCCCC3)cc2O[C@H]1CN(C)C
#60 COCC(=O)Nc1ccc2c(c1)C(=O)N(C)[C@H]1CC[C@H](CC(=O)Nc3ccccc3)O[C@@H]1CO2
#61 COc1ccccc1CNC(=O)C[C@@H]1CC[C@@H]2[C@H](COC[C@@H](O)CN2C(=O)Nc2ccc(C(F)(F)F)cc2)O1
#62 CN1C(=O)c2cc(NS(=O)(=O)c3ccccc3Cl)ccc2OC[C@@H]2O[C@@H](CC(=O)O)CC[C@@H]21
#63 O=C(C[C@@H]1CC[C@H]2[C@@H](COC[C@@H](O)CN2Cc2ccccc2)O1)N[C@H]1CCN(Cc2ccccc2)C1
#64 COCC(=O)Nc1ccc2c(c1)C(=O)N(C)C[C@@H](OC)[C@H](C)CN(Cc1ccccc1C(=O)O)[C@H](C)CO2
#65 C[C@H](CO)N1C[C@H](C)[C@@H](CN(C)Cc2ccncc2)Oc2ccc(NC(=O)Cc3cn(C)c4ccccc34)cc2C1=O
#66 CNC[C@@H]1Oc2ccc(NC(=O)Nc3ccc(OC)cc3)cc2CC(=O)N([C@H](C)CO)C[C@H]1C
Compound	57	58	59	60	61	62	63	64	65	66
C diff HTS	-6	1	21	-1	.	-6	3	.	-3	-1
Tcruzi prolif	.	-8	37	28	77	-37	11	-62	92	61
Pf Dd2 inh	14	33	-80	-13	-33	1	-29	14	-37	12
KDM4C inh	0.3	0.5	-0.6	4.9	8.8	-1.0	2.4	-1.9	7.9	0.5

Assay outcomes as filed in PubChem BioAssay.
